# DAX1 inh-1 = inhibitors of DAX1 repression of SF-1 activated StAR promoter. HEK293T StAR-luciferase reporter, SF-1/DAX-1 repression relief. inhibition, % at 6.8 µM. hit rate 1.1% among 370,000. AID 652010;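 active means inhibition above the mean over all tested compounds plus 3 SD, cut at about 3.6% in these data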;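 further: 0% = DAX-1 cells with DMSO and 100% = cells lacking DAX-1 with DMSO; higher inhibition means more luminescence from relief of DAX-1 repression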
# SMARCA2 activ = SMARCA2 function activation, primary screen | activation, % at 9.1 µM | AID 652017 | MG213 cells, MMTV-luciferase reporter, dexamethasone, overnight | hit rate 1% among 370,000; in the data active means activation above about 7.8%;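 further: 0% = vehicle wells and 100% = reference activator wells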
# ssDAF-12 act = S. stercoralis DAF-12 activation, primary screen. HEK293 ssDAF-12/GRIP1 lit1-tk-luc reporter, luminescence; % of 3 µM dafachronic acid response. hit rate 1% among 370,000. AID 652126. activation, % at 6.8 µM;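 active means activation above the mean over all tested compounds plus 3 SD, cut at about 0.9% in these data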;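 further: 0% = DMSO-only wells and 100% = 3 µM delta7-dafachronic acid wells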
# hgDAF-12 ag = agonists of H. glycines DAF-12 nuclear receptor. HEK293 GAL4-hgDAF12 UAS-luciferase reporter, agonist luminescence; normalized to butyrate control. activation, % at 6.8 µM. hit rate 1.8% among 370,000. AID 687014;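 active means activation above a cutoff set at the mean of all screened compounds plus 3 SD, cut at about 10% in these data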;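 further: 0% = DMSO wells and 100% = sodium butyrate wells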
# NR1D1 modulator = modulates human Rev-erb alpha binding to DNA | activity, % at 10 µM | Rev-erbα–FITC-DNA binding, fluorescence polarization, 90 min | hit rate 0.79% among 370,000 | AID 1259318 | P20393;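 active means activity above about 14%, limit read from the data; passing the limit was not always enough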;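 further: 0% = DMSO wells with 35 nM protein and 100% = DMSO wells with 750 nM protein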
# DAX1 inh-2 = inhibits human nuclear receptor DAX1. HEK293 Gal4-DAX1 luciferase reporter, luminescence. P51843. AID 504766. hit rate 0.99% among 340,000. inhibition, % at 6.75 µM;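 active means inhibition above the mean over all tested compounds plus 3 SD, cut at about 4.2% in these data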;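 further: 0% = DAX1-transfected cells with DMSO and 100% = empty-vector control cells with DMSO; inhibition shows as a rise in luminescence from relieved DAX1 repression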
# hcDAF-12 act = H. contortus DAF-12 activation, primary screen; HEK293 hcDAF-12 lit1-tk-luc reporter, luminescence; 0% DMSO, 100% Δ7-dafachronic acid; activation, % at 6.8 µM; hit rate 1.4% among 370,000;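 active means activation above the mean of all tested compounds plus 3 SD, cut at about 5.5% in these data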;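 further: 100% = response to 3 µM Δ7-dafachronic acid high control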
# PLC-gamma1 inh = blocks human PLC-gamma1 enzyme activity; P19174; purified PLC-gamma1, fluorogenic substrate, fluorescence; inhibition, % at 12.2 µM; hit rate 0.84% among 370,000; AID 720700; in the data active means inhibition above about 9.5%
# Target sequence (P19174 whole entry, looked up): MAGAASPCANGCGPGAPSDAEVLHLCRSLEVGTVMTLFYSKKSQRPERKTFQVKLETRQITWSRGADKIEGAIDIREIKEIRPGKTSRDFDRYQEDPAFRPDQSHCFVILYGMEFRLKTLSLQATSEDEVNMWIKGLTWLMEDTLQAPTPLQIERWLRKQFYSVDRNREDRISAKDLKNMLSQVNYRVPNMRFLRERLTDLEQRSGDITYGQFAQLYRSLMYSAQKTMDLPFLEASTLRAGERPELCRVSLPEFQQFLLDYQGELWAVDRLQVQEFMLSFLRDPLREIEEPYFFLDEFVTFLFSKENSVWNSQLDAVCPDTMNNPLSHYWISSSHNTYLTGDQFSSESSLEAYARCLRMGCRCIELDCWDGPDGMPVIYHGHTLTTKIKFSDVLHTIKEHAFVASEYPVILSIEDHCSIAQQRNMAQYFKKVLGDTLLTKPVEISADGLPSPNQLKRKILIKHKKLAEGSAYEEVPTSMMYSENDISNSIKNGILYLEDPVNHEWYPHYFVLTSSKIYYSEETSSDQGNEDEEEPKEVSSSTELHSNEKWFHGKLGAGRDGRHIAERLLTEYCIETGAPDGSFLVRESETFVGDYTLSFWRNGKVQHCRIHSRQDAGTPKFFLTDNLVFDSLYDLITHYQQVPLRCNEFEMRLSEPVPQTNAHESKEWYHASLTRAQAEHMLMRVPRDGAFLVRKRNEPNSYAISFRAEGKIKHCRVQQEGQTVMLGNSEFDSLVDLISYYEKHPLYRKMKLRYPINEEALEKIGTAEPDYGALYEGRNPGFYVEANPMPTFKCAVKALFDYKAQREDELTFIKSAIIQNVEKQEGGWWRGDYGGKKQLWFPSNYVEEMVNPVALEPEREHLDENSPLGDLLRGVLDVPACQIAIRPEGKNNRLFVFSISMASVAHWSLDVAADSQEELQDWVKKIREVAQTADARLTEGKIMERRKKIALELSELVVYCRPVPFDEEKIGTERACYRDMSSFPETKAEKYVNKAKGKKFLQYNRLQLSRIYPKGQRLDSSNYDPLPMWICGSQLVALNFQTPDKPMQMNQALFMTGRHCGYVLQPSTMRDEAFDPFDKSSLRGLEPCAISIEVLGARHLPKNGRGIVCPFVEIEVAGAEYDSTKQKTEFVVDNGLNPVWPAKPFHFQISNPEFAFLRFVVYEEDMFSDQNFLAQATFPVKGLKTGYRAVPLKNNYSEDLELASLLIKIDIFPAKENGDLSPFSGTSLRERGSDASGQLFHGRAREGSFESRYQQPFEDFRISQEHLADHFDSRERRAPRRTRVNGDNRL
# MBD2 DNA inh = MBD2-methylated oligo binding inhibition. AID 686964. inhibition, % at 4.4 µM. TR-FRET, MBD2 binding to methylated oligonucleotide. hit rate 0.31% among 370,000. Q9UBB5; in the data active means inhibition above about 13%
# ADAM17 inh = inhibitors of human ADAM17; P78536; recombinant ADAM17, EDANS/DABCYL FRET peptide cleavage; inhibition, % at 6.95 µM; hit rate 0.83% among 370,000;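 active means inhibition above the mean of compounds lying between control limits plus 3 SD, set per campaign, cut at about 8.5% in these data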;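 further: 0% = DMSO-only wells as the low control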
# PLC-beta3 inh = blocks human PLC-beta3 enzyme activity. inhibition, % at 12.2 µM. hit rate 0.18% among 370,000. Purified PLC-beta3, fluorogenic substrate, fluorescence. Q01970; in the data active means inhibition above about 11%;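 further: 0% = median of compound wells on plate and 100% = full blocker control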
# Active calls of the source: *; i = inactive; . = not tested or not shown; & = joins results of further samples.
# Values run as follows: NR1D1 modulator	SMARCA2 activ	hgDAF-12 ag	ssDAF-12 act	hcDAF-12 act	DAX1 inh-2	PLC-gamma1 inh	ADAM17 inh	PLC-beta3 inh	DAX1 inh-1	MBD2 DNA inh
- COc1ccc(NC(=O)c2cccc3c2C(=O)c2ccc(-c4cnc(OC)nc4)cc2S3(=O)=O)cc1
 : -16	2	0.3	-0.8	-0.2	1.1	-6	-3	-16	0.4	1
- C[C@@H]1[C@@H](c2ccccc2)c2cc3ccccc3nc2C(=O)C[C@@H]1C(=O)N1CCCC1
 : 5	-1	1.3	-1.0	-1.2	.	-8	-5	-11	0.2	-2
- NC(=O)NC(=O)COC(=O)CCCCCNS(=O)(=O)c1ccc2c(c1)OCCO2
 : -1	3	-3.9	-0.9	-1.4	-0.1	2	-7	-11	0.3	4
- CCOC(=O)N1CCN(C(=O)c2ccc3nc4ccc(Cl)cc4c(=O)n3c2)CC1
 : -5	-3	-3.7	-1.4	-1.8	-0.1	i	-260	i	-0.4	-4
- COc1ccc(CCNC(=O)c2cc(-c3cc(Cl)cc(Cl)c3)oc2C)cc1
 : 1	-1	1.8	-1.9	-0.9	0.0	1	-4	-1	0.7	-8
- CCOC(=O)c1c(-c2ccc(C)o2)csc1NC(=O)CN1CCOCC1
 : 5	-1	0.8	-1.9	-1.8	0.7	-7	2	-10	-0.2	-2
- CC(=O)N1CCN(Cc2nc3cc(NC(=O)c4ccc(Cl)cc4)ccc3n2C)CC1
 : 4	-6	-1.8	-1.2	-1.1	-1.2	-1	0	-5	-1.4	3
- Cc1nc2nc(SCC(N)=O)[nH]c2cc1Br
 : 1	0	0.9	-1.6	-1.4	-0.1	-2	-3	0	-0.2	1
- CCc1nnc(NC(=O)CCNC(=O)c2ccco2)s1
 : -1	0	1.3	-0.9	-1.1	0.6	-1	0	-6	0.3	3
- O=C(CSc1nnc(C2CC2)n1C1CC1)N1CCN(c2ccc(O)cc2)CC1
 : -15	-5	0.2	-0.6	-1.7	-0.6	-2	-2	3	-1.8	1
- CC1(C(=O)O)CCN1C(=O)COc1ccc(Cl)cc1 (stereo not given)
 : 1	-1	-2.2	-0.8	0.0	.	-1	-4	-2	-0.5	4
- CCC(C)(C(=O)NC1CCCCC1)N(C(=O)c1ccccn1)c1ccc(C)cc1 (stereo not given)
 : -3	-1	1.0	-1.4	-1.2	-0.2	1	-1	6	-0.7	2
- O=C(Nc1ccc(N2CCN(C(=O)c3ccccc3)CC2)c(Cl)c1)c1cccnc1
 : 0	1	-5.1	-2.1	-3.5	-1.0	1	3	3	-1.4	-1
- CC(C)CCNC(=S)Nc1ccc2nc3n(c(=O)c2c1)CCCCC3
 : -1	-1	-2.2	-1.7	-2.8	0.0	-2	-4	-1	-1.0	5
- O=C(c1ccc(CSc2nc3ccncc3[nH]2)cc1)N1CCCCC1
 : 6	-6	1.1	-0.8	0.5	0.1	6	-2	11	0.1	-6
- OC(COc1ccc(OCc2ccccc2)cc1)CN1CCOCC1 (stereo not given)
 : 3	-2	-0.1	-0.7	0.5	0.3	9.7*	10*	9	-0.3	-4
- CSc1nc(C)c(C(=O)Nc2ccccc2)c(C)c1C#N
 : -1	-3	-0.9	-1.6	-2.0	-0.6	-4	0	-3	-0.3	-3
- C=CC[C@H](CC(=O)NCCO)C(=O)NC[C@@H](OC(=O)[C@@H](CC=C)CC(=O)OC(C)(C)C)c1ccccc1
 : 5	0	-1.4	-1.0	-0.4	0.4	2	-2	3	-0.1	-2
- CCOc1cc2[nH]c(=S)n(CCN3CCCCC3CC)c(=O)c2cc1OCC (stereo not given)
 : 2	0	2.6	-1.2	-0.1	-0.9	4	-4	2	0.8	-2
- COCCNC(=O)c1ccccc1NC(=O)Nc1ccccc1
 : -4	-3	1.3	-0.7	-0.1	3.3	-3	-7	-5	0.3	2
- CCOc1nc2c(c(=O)n(C)c(=O)n2C)n1Cc1ccccc1Cl
 : -6	-2	-1.3	-1.1	-2.5	-1.5	1	-5	-3	-0.4	6
- CCC(C)[C@H]1CNCCN1CCC12CC3CC(CC(C3)C1)C2 (stereo not given in full)
 : -6	0	-0.6	-1.2	-1.3	0.5	8	1	5	0.1	1
- COc1ccc(N2C(=O)CC(NNC(=O)c3cc(C)oc3C)C2=O)cc1 (stereo not given)
 : -2	1	5.4	-1.2	-0.4	1.4	0	-2	-1	0.6	1
- O=C(NCCCN1CCOCC1)/C(=C/c1ccco1)NC(=O)c1ccccc1
 : 4	-4	-0.1	-0.5	-0.4	1.4	3	-3	-8	-0.2	-2
- Cc1ccc(OCc2ccc(C(=O)NN)o2)c([N+](=O)[O-])c1
 : -1	4	1.9	-1.1	-0.7	-1.1	1	7	-5	0.1	-5
- O=C(NCCCn1ccnc1)c1cc(-c2cccnc2)nc2ccc(Br)cc12
 : -1	2	2.4	-1.8	-0.8	0.3	0	-3	1	-1.0	1
- CCCCn1nnnc1C(c1cc2ccccc2o1)N1CCOCC1 (stereo not given)
 : -7	-2	3.8	0.3	-1.7	.	6	2	2	-0.1	-1
- CC(=O)Nc1ccc(C=CC(=O)c2ccc([N+](=O)[O-])cc2)cc1
 : -7	2	5.2	-0.8	-0.9	0.5	-1	-2	2	0.6	4
- CC(C)OCCCn1c(SCC(=O)Nc2ccccc2C(F)(F)F)nc2nccnc2c1=O
 : 3	-2	-1.7	-1.7	-3.0	0.5	-1	-3	-7	-0.4	7
- Cc1cccc(NC(=O)c2ccc3[nH]c(=O)c(=O)[nH]c3c2)n1
 : 3	3	3.3	-1.1	1.1	1.6	-13	-14	-23	0.1	-7
- Cc1ccc(SCC(=O)NCCCN2CCOCC2)cc1
 : 6	-3	-1.1	-1.1	-0.7	0.2	-4	-3	-2	0.3	1
- COc1ccc(CCNC(=O)c2ccc(CS(=O)Cc3ccc(Cl)cc3)o2)cc1OC (stereo not given)
 : 3	-2	-2.0	-1.5	-1.8	-0.2	1	-1	-4	-0.7	-2
- Cc1occc1C(=O)N1N=C(C2CC2)CC1(O)C(F)(F)F (stereo not given)
 : 5	-2	0.5	0.4	1.8	-0.6	-6	-5	-2	0.3	-3
- COc1ccc(C2NCCC3(O)CCCCC23)c(OC)c1OC (stereo not given)
 : 1	-3	2.8	-0.5	-0.3	0.3	-3	-6	-1	-0.7	6
- O=S1(=O)C=C(SCCN2CCCCC2)c2ccccc21
 : -3	3	0.2	-0.5	-1.4	0.3	-2	-3	2	0.1	-3
- COc1cc2ccccc2cc1C(=O)Nc1ccc(C)cc1
 : 1	2	19*	1.0*	17*	5.9*	-78	2	-91	1.3	0
- CCc1nn(C(C)C(=O)N2CCN(c3ccc(OC)cc3)CC2)c(=O)c2cc3occc3n12 (stereo not given)
 : 3	-1	1.9	-1.3	0.1	-1.3	2	-2	-4	-6.4	2
- COc1cc(CN2CCNC(=O)C2CC(=O)N(C)CCN2CCOCC2)cc(OC)c1 (stereo not given)
 : 2	0	1.6	-1.2	0.2	1.2	-13	-11	-32	-0.4	5
- NC(c1csc(Nc2cnccn2)n1)C1CCCCC1 (stereo not given)
 : -6	-1	-4.0	-1.1	2.6	.	-1	-3	2	-0.6	-1
- C[C@H]1CN([C@@H](C)CO)C(=O)c2cccc(NC(=O)Nc3ccc(C(F)(F)F)cc3)c2O[C@H]1CN(C)C
 : -3	0	1.5	-0.4	-0.1	1.3	1	-1	4	0.5	1
- O=C(NCc1ccc(C(F)(F)F)cc1)c1cccc2c(-c3ccc(F)c(F)c3)coc12
 : 15	-2	0.0	-1.5	-1.3	.	4	-3	-2	-1.1	3
- Cc1nnc(SCC(=O)Nc2nccs2)n1C(C)C
 : -4	2	3.5	-0.6	2.9	-0.2	1	-3	-3	-1.0	-1
- O=C(CNC(=O)c1ccc(Br)o1)NCC(=O)OCc1ccccc1
 : -2	2	1.4	-0.6	-0.1	1.6	2	5	-2	1.0	-1
- Cc1cc(SCC#N)n2nc(C)c(-c3ccccc3)c2n1
 : -2	5	-5.2	-1.7	-2.6	-0.4	-3	-1	-7	-0.6	-5
- CC(C)Cn1cnc2c(Sc3c([N+](=O)[O-])ncn3C)nc(N)nc21
 : 0	-3	0.5	-0.8	0.8	-0.8	22*	9.4*	12*	-0.2	0
- CCSc1nnc(SCC(=O)Nc2cc(C)on2)s1
 : -12	-1	-1.8	0.1	-1.1	0.2	-6	-1	-3	1.4	-5
- COc1ccc(Cl)cc1-c1cc(C(=O)Nc2cc(OC)c(OC)c(OC)c2)[nH]n1
 : 1	-2	-2.4	-2.4	-1.7	.	2	4	0	-2.5	6
- O=c1ccc(S(=O)(=O)N2CCCC2)cn1Cc1ccc(Cl)cc1Cl
 : -8	-6	-5.3	-2.0	-3.8	-1.9	4	5	4	-2.5	-2
- COc1ccc(S(=O)(=O)N2CCN(CC(=O)N3CCOCC3)CC2)cc1OC
 : -4	3	1.5	-0.7	0.1	.	-1	0	0	0.0	-1
- COc1ccc(CC(=O)N2CCNC2=O)cc1
 : 2	-2	-2.6	-0.8	-1.2	1.4	-1	-5	0	-0.4	3
- Cc1cccc(NC(=O)Cn2nnc3ccccc32)c1
 : -1	4	9.4	-0.4	3.0	4.7*	3	-1	0	2.7	7
- Cc1cccc(-n2ccc(=O)c(C(=O)Nc3ccc(S(=O)(=O)Nc4nccc(C)n4)cc3)n2)c1
 : -7	-2	0.1	-0.7	-1.6	0.3	7	0	-5	0.6	0
- O=C(O)c1cc2c(cn1)[nH]c1ccccc12
 : -4	-2	0.8	-0.3	6.3*	1.9	-201	-137	-296	0.3	-1
- O=C(COc1ccc2c(c1)OCO2)Nc1ccc(Cl)cn1
 : 5	6	8.7	-0.6	1.6	1.2	8	2	0	1.4	-4
- CC1(C)Cc2c(sc3nc(-c4ccccc4Cl)n(N)c(=O)c23)CO1
 : 0	-5	-1.8	-1.3	-3.2	-1.8	1	-7	-3	-0.5	3
- Cc1ccc(-c2cc(C(=O)OCC(=O)NC3CC3)c3ccccc3n2)cc1
 : -6	-1	1.5	-0.5	-0.3	0.0	-209	-231	-256	-0.9	1
- Cc1nn(C)c(C)c1S(=O)(=O)N1CCCC(C(=O)NC2CCCCC2)C1 (stereo not given)
 : -1	-1	0.4	-1.3	0.3	-1.6	-2	-2	1	0.6	-3
- CC(=O)c1ccc(N2CCN(C(=O)c3noc4c3CSc3ccccc3-4)CC2)cc1
 : 1	-5	-0.8	-0.9	-0.6	0.2	5	-2	-28	-0.8	9
- CC[C@H]1OC(=O)[C@H](C)[C@@H](O[C@H]2C[C@@](C)(OC)[C@@H](O)[C@H](C)O2)[C@H](C)[C@@H](O[C@@H]2O[C@H](C)C[C@H](N(C)C)[C@H]2O)[C@](C)(O)C[C@@H](C)CN(C)[C@H](C)[C@@H](O)[C@]1(C)O
 : -1&5	0	0.0	-1.3	-1.6	1.7	0	-2	3	0.5	-7
- CCN(CC(=O)Nc1ccccc1C(F)(F)F)C(=O)CSCC(=O)Nc1cc(C)on1
 : 4	-1	0.0	-0.8	-2.2	-0.2	-2	-1	-8	1.2	0

# Screens: PubChem, several laboratories
